PLK1 PBD block = qHTS for Inhibitors of PLK1-PDB (polo-like kinase 1 - polo-box domain): Primary Screen. Serine/threonine-protein kinase PLK1 (Homo sapiens), P53350. AID 720504, 2013. actives 2.8% (n = 360,000). Plk1 PBD binding of FITC phosphopeptide, fluorescence polarization. Potency, µM, inactives show max response, negative = inhibition, most hits filed as inhibitors; further: potency means the concentration at half of the fitted maximal effect; series mostly up to about 57 µM; on the % scale 0 is the no-effect control and ±100 the full control effect; nearly all actives have a fitted effect of over 65% in size
CCT chaperon mod = High-Throughput Screening for Modulators of Cytosolic Chaperonin Activity; activity change, % (no concentration beside the values), hits read low; actives 0.3% (n = 360,000); purified chaperonin ATPase assay, HTRF ADP detection, 30 min; in the data active means activity change below about -30%; further: on the % scale 0 is the no-effect control and ±100 the full control effect
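Enzyme 40 or 20 nM (batch-dependent) in Tris pH 7.4/KCl/MgCl2/DTT; cpd 76 uM single point; ATP 10 uM; 30 min 37 °C; Transcreener ADP HTRF detection, 30 min RT; ratio 665/615.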
EPAC1 agonist = qHTS for Agonist of cAMP-regulated guanine nucleotide exchange factor 3 (EPAC1): primary screen. Potency, µM (highest dose often 154 µM), without a hit: at the top dose activation, actives largely listed as activators. Rap guanine nucleotide exchange factor 3 (Homo sapiens), O95398. actives 0.073% (n = 360,000). EPAC1 agonist qHTS, biochemical assay; response scale: 100% = response to 6.5 mM cAMP; further: potency means the concentration at half of the fitted maximal effect; nearly all actives have a fitted effect of over 60% in size
Target sequence (O95398 whole entry, looked up): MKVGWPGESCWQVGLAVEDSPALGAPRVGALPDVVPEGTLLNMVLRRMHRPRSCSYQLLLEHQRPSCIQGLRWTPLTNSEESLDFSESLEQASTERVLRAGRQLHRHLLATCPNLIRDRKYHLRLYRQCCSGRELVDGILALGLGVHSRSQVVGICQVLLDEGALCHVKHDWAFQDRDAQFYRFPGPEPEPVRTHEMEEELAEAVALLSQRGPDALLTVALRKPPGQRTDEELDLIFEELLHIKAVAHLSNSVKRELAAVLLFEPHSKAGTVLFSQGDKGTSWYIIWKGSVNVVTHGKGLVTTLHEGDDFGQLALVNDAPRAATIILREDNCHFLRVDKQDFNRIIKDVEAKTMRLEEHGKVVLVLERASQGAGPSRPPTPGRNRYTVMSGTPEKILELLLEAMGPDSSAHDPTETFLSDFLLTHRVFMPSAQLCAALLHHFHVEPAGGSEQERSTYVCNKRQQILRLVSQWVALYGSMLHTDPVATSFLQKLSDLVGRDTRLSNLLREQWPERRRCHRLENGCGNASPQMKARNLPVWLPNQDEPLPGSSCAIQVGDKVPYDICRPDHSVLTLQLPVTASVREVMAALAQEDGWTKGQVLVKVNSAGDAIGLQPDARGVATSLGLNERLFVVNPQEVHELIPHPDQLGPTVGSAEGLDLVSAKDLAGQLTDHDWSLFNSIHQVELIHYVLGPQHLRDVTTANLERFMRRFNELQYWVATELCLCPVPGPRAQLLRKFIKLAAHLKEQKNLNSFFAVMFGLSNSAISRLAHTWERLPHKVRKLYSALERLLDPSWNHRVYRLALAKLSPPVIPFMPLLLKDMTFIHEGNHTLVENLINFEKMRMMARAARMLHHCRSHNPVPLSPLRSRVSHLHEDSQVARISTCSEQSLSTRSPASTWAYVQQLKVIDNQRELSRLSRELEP
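Multi-concentration qHTS readout: loss of Rap1B-bound BODIPY-GDP fluorescence driven by 100 nM EPAC1 with excess GDP (50 uM), monitored kinetically at room temperature; agonist response expressed relative to 6.5 mM cAMP.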
EPAC2 ag = qHTS for Agonist of cAMP-regulated guanine nucleotide exchange factor 4 (EPAC2): primary screen | Rap guanine nucleotide exchange factor 4 (Homo sapiens), Q8WZA2 | EPAC2 activation, biochemical qHTS; response scale: 100% = 6.5 mM cAMP response | Potency, µM (titrated, usually from 154 µM), inactives show top-dose activation, usual class: activators | actives 0.079% (n = 360,000); further: potency means the concentration at half of the fitted maximal effect; nearly all actives have a fitted effect of over 50% in size
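Nucleotide exchange monitored as fluorescence drop when BODIPY-GDP leaves Rap1B. Reaction: 100 nM EPAC2, 250 nM RAP1B-BODIPY-GDP, 50 uM GDP, room temperature, kinetic read over 30 min. Activity expressed relative to 6.5 mM cAMP.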
WRN helicase inh = qHTS for Inhibitors of WRN Helicase; Bifunctional 3'-5' exonuclease/ATP-dependent helicase WRN (Homo sapiens), Q14191; WRN helicase unwinding, fluorescent forked duplex, kinetic; Potency, µM (series often up to 114 µM), for inactives: at the top dose activity change, negative = inhibition, most hits filed as inhibitors; actives 0.46% (n = 360,000); further: potency means the concentration at half of the fitted maximal effect; on the % scale 0 is the no-effect control and ±100 the full control effect; nearly all actives have a fitted effect of over 55% in size
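WRN at 20 nM final preincubated with compound 15 min at room temperature; reaction started with 100 nM fluorophore/quencher forked duplex oligonucleotide and 2 mM ATP final. Unwinding followed kinetically by red fluorescence (ex 525, em 598 nm).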
EPAC1 antag = qHTS for Antagonist of cAMP-regulated guanine nucleotide exchange factor 3 (EPAC1): primary screen | Rap guanine nucleotide exchange factor 3 (Homo sapiens), O95398 | EPAC1 GEF assay, Rap1b-BODIPY-GDP exchange fluorescence | Potency, µM (titrated, usually from 115 µM), inactives show at the top dose activity change, negative = inhibition, most hits filed as inhibitors | actives 0.14% (n = 360,000);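 further: potency means the concentration at half of the fitted maximal effect; plate controls were vehicle for no effect and positive control for full effect; nearly all actives have a fitted effect of over 50% in size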
IL-2 act = qHTS of IL-2 Activators. actives 0.065% (n = 360,000). activation, % (series mostly up to about 46 µM). IL-2 activation reporter assay, cell-based qHTS; stimulated with anti-CD3/CD4/CD28 beads; in transgenic mouse T cells; in the data active means activation above about 50%; inconclusive means mostly about 30% to 49%; further: 0% is about no effect
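Unstimulated transgenic mouse T cells, 750 per well, received compound and, after 60 minutes, anti-CD3/anti-CD4 bead plus anti-CD28 stimulation. EGFP and DsRed were quantified after 18 hours.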
PI5P4Ka inh = qHTS for Inhibitors of phosphatidylinositol 5-phosphate 4-kinase (PI5P4K) | max response, % | AID 652105, 2013 | Phosphatidylinositol 5-phosphate 4-kinase type-2 alpha (Homo sapiens), P48426 | actives 1.2% (n = 330,000) | PI5P4Kalpha enzyme, ADP-Glo luminescence, 60 min; stronger effect = lower value; active means max response of -50% or lower; inconclusive means between -30% and -50%; inactive means -30% or higher; further: value at the top dose of about 77 µM; on the % scale 0 is the no-effect control and ±100 the full control effect
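Reactions run in 0.038 M HEPES pH 7.4, 0.28 mM EGTA, 0.1% CHAPS and 5% DMSO, with PI5P4Kalpha, substrate, compound and 5 microM ATP final, one hour at room temperature. Readout is ADP-Glo luminescence.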
The depositor's hits bear a star; ? = inconclusive; . = not tested or not shown; [ ] = dose if it differs, or a comment. Unless noted, the call rests on the fitted dose curve; in most records, active means well fitted curve in the direction sought with a large enough effect; inconclusive means small, poorly fitted or top-dose-only effect, or another doubt; inactive means no such curve, though single readings can be large; an effect the other way counts as inactive or inconclusive. Some of the compounds tested; the hit share may differ from the screen's.

SMILES	PLK1 PBD block	CCT chaperon mod	EPAC1 agonist	EPAC2 ag	WRN helicase inh	EPAC1 antag	IL-2 act	PI5P4Ka inh
COc1ccc(OC)c(S(=O)(=O)Nc2c(C)n(C)n(-c3ccccc3)c2=O)c1	-14%	-2.8	4%	2%	12%	7%	0.2	1
Cc1cnc(NC(=O)c2ccc(F)c(S(=O)(=O)N3CCOCC3)c2)s1	-7%	-0.7	-2%	11%	-1%	7%	1.6	2
Cc1ncoc1C(=O)N1CCCC(CCC(=O)NCc2ccc(F)c(F)c2)C1 (stereo not given)	2%	0.0	-6%	4%	3%	-8%	0.9	-4
Cc1ccc(C2C=C(c3ccccc3OC(F)F)Nc3ncnn32)cc1 (stereo not given)	-10%	-2.9	-4%	4%	2%	0%	-0.9	-6
O=C(NNS(=O)(=O)c1ccc(F)cc1)C1CCCCC1	-5%	1.3	4%	10%	0%	6%	-0.1	-3
CCOC(=O)C1=C(O)/C(=C\c2cc(C)n(-c3ccc(F)cc3)c2C)N=C1C	?	-1.4	8%	-4%	-36%	6%	0.8	-29
CCCCN1C2CCCC1CC(NC(=O)C1CCCCC1)C2 (stereo not given)	-4%	1.2	1%	1%	-1%	5%	-1.0	0
CC(Cc1ccccc1)N/C=C1/CC(=O)NC1=O (stereo not given)	-3%	-1.5	2%	6%	-3%	8%	-2.3	.
Cc1cc2c(cc1C)-n1nnnc1C(N(C)Cc1ccccc1)C(=O)N2 (stereo not given)	-6%	.	-3%	6%	-4%	-12%	-0.5	-27
O=C(Cn1cnc2c(nnn2-c2cccc(F)c2)c1=O)Nc1ccc2c(c1)OCCO2	-4%	0.2	13%	-4%	?	26%	-2.8	0
CC(=O)c1c(C)nn(CC(O)Cn2c3c(c4cc(C)ccc42)CCCC3=O)c1C (stereo not given)	0%	-0.3	-2%	6%	3%	3%	-2.8	1
COCCN(Cc1ccc(C)cc1)C(=O)[C@H]1O[C@@H](n2ccc(N)nc2=O)[C@H](O)[C@@H]1O	-3%	1.2	6%	8%	2%	19%	-0.2	-1
O=[N+]([O-])c1ccccc1Nc1ccccc1	-2%	-5.0	-10%	3%	0%	3%	-3.0	-7
COC(=O)c1cc2n3ccccc3c(C)c(-c3ccccc3)c-2c1C(=O)OC	-26%	-1.8	3%	0%[15.6 µM]	-33%	-2%	0.6	1
COc1ccccc1OCC(=O)N1CCCC(Nc2cccc(F)c2)C1 (stereo not given)	-9%	-1.5	-13%	2%	-11%	-7%	0.2	-1
CCOC(=O)Nc1ccc2c(c1)N(CCCN(C)C)c1ccccc1CC2	-2%	1.1	-4%	3%	-8%	4%	1.2	0
O=C(/C=C/Sc1ccc(C(F)(F)F)cn1)c1ccccc1	-16%	-1.8	-8%	10%	5%	4%	-0.8	3
CC1(C)Cc2nc(-c3ccccc3)nc(SCC(=O)N3CCOCC3)c2CO1	-7%	-0.2	3%	-1%	-3%	9%	-0.6	-7
Cc1ccc2nc(N(CCCN(C)C)C(=O)CCc3ccccc3)sc2c1	-12%	-0.3	-1%	4%	9%	-1%	-6.9	1
CCOc1ccc(NC(=O)CSc2nnnn2CC(=O)O)cc1	-2%	-1.1	0%	-20%	4%	10%	1.1	-9

Entries above with an aryl methoxy group, in the order listed:
SMILES	PLK1 PBD block	CCT chaperon mod	EPAC1 agonist	EPAC2 ag	WRN helicase inh	EPAC1 antag	IL-2 act	PI5P4Ka inh
COc1ccc(OC)c(S(=O)(=O)Nc2c(C)n(C)n(-c3ccccc3)c2=O)c1	-14%	-2.8	4%	2%	12%	7%	0.2	1
COc1ccccc1OCC(=O)N1CCCC(Nc2cccc(F)c2)C1 (stereo not given)	-9%	-1.5	-13%	2%	-11%	-7%	0.2	-1

(more compounds)
SMILES	PLK1 PBD block	CCT chaperon mod	EPAC1 agonist	EPAC2 ag	WRN helicase inh	EPAC1 antag	IL-2 act	PI5P4Ka inh
CCOc1ccc2nc(NC(=O)CN3CCC(n4nnc5cc(C(F)(F)F)ccc54)CC3)sc2c1	4%	-2.0	0%	-12%	-3%[57.1 µM]	0%	-0.7	20
CCN(CC1CCCO1)C(=O)CCc1nnc(CCc2ccccc2)o1 (stereo not given)	-2%	-1.8	6%	3%	-5%	-16%	-0.6	0
Cc1cccc(CNC(=O)c2ccccc2NC(=O)C2=CSCCO2)c1	?	1.0	-2%	1%	-10%	4%	-1.4	1
CN(C)CCN(Cc1ccco1)S(=O)(=O)c1ccc(-c2ccc(=O)[nH]n2)s1	-8%	-2.1	8%	6%	1%	7%	0.9	3
CCc1nc2ccc(C(=O)NCCc3ccccn3)cn2c1N(C)Cc1ccc(N(C)C)cc1	-11%	0.4	-1%	14%	1%	-9%	-0.2	-1
Cc1noc(C)c1S(=O)(=O)N1CCC(C(=O)NCCCN2CC(C)CC(C)C2)CC1 (stereo not given)	-10%	0.5	0%	-6%	2%	-15%	-0.4	1
O=C(N(c1ccccn1)c1ccccn1)C12CC3CC(CC(Cl)(C3)C1)C2	-4%	-0.2	-8%	0%	1%	2%	1.2	-8
COc1cc(NC(=O)CSc2nccc(C)n2)c(C)cc1[N+](=O)[O-]	?	-0.9	0%	5%	-23%[57.1 µM]	4%	-1.9	?
CCOC(=O)c1c(NC(=O)COC(=O)CCOc2ccc(C)cc2)sc(C(=O)N(C)C)c1C	4%	-0.7	-3%	-6%	-10%	-23%	-4.5	10
Cc1ccc(C(=O)c2cc3c(cc2[N+](=O)[O-])OCCO3)cc1	-7%	2.6	11%	2%	-1%	-24%	-0.3	-1
CC[C@@H]1[C@H]2CCCC(=O)N3CC[C@@H](C[C@@H]1Nc1ccccc1)[C@@H]23	4%	-2.2	-21%	-1%	1%	-11%	0.6	-4
CCOc1ccc(OCC)c(NC(=O)CN(c2ccc(C)cc2)S(=O)(=O)c2c(C)noc2C)c1	-22%	2.7	-8%	-8%	-9%	-30%	-0.6	8
Cc1cc(C)n2cc(CSc3ccc(Cl)cc3)nc2n1	-4%	-1.3	3%	3%	9%	-11%	1.6	-9
CC(C)Cc1cc(C(=O)N2CCCC(C(=O)c3cc(F)ccc3F)C2)n(C)n1 (stereo not given)	-17%	1.6	-5%	-3%	6%	4%	-2.5	-4
O=C(COc1ccc(Cc2ccccc2)cc1)c1ccc(F)cc1	-1%	0.0	10%	-3%	-6%	-17%	-0.2	32
COc1cc(C(=O)N/N=C/c2coc3ccccc3c2=O)cc(OC)c1OC	-26%	-2.6	8%	5%	5%	-1%	-4.7	-25
Cc1ccc(CN(C)CCc2ccccn2)cc1	-5%	-1.2	2%	1%	-3%	3%	-2.6	.
Cc1c(C)c2c(OCC(=O)NCc3ccccn3)cc3c(c2oc1=O)CCC(C)(C)O3	-2%	0.5	-8%	6%	4%	-2%	-0.1	1
COc1cccc(C(O)c2nc(/C=C/c3ccccc3)cs2)c1 (stereo not given)	0%	-1.3	9%	16%	-8%	-13%	0.5	1
COc1cccc(-n2c(Cc3cc(=O)[nH]c(=O)[nH]3)nnc2SCC(=O)N2CCCC2)c1	-28%	-1.8	3%	6%	5%	-4%	-1.1	1
COc1ccc(/C=N/NC(=O)c2cc(O)c(O)c(O)c2)cc1Cn1cc([N+](=O)[O-])cn1	?	-1.7	3%	1%	8.9µM*	32µM*	1.0	-59*
Cc1ccc(N(CCC#N)C(=O)COC(=O)C2CCN(c3ccc(C(F)(F)F)cn3)CC2)cc1	-5%	-3.0	-20%	-3%	-12%	-3%	0.6	16
CC(=O)CSc1nnc(-c2ccncc2)n1C	-10%	-2.6	-2%	5%	-4%	-4%	0.5	8
CC(C)(C)CC(C)(C)NC(=O)Nc1cccc([N+](=O)[O-])c1	-7%	-2.7	-6%	6%	-17%	-29%	-0.6	1
CC(Oc1ccc2c(-c3ccccc3)cc(=O)oc2c1)C(=O)NCc1ccccn1 (stereo not given)	4%	-0.7	-12%	-3%	-7%	-12%	-0.8	6
COCCNC(=O)NC(=O)COC(=O)c1cccn1C	-3%	-0.4	8%	5%	-2%	1%	0.3	-6
O=C(NCc1ccc2c(c1)OCO2)c1ccc(Br)s1	-1%	0.0	10%	10%	4%	-1%	3.6	-4
CCC(=O)NCc1nc2ccccc2n1Cc1ccccc1F	-4%	-3.8	8%	8%	1%	2%	-1.3	.
CCc1ccc(NC(=O)CSc2ccc(-c3ccccn3)nn2)cc1	-8%	-1.6	3%	0%	-4%	10%	-2.0	-1
O=C(O)/C=C/c1ccc(S(=O)(=O)Nc2ccccc2C(=O)Nc2ccc(F)cc2)cc1	-9%	-0.3	2%	8%	-22%	10%	-0.1	1
COCCn1c(SCc2nc3ccccc3c(=O)[nH]2)nnc1-c1ccncc1	1%	0.1	6%	13%	4%	0%	0.8	.
O=C(NC1CCCC1)C(c1ccco1)N(C(=O)c1ccco1)c1ccccc1 (stereo not given)	-1%	0.4	-8%	2%	-10%	-9%	-0.5	1
CC(NC(=O)CCOc1ccccc1)c1ccccc1 (stereo not given)	-4%	0.0	-6%	-8%	-20%[57.1 µM]	0%	1.3	-6
CCC(C)(C)NC(=O)Nc1cc(Cl)ccc1OC	1%	0.2	-18%	-1%	-5%	-9%	-1.8	3
C=CCc1cc(Cl)ccc1OCCN(C)C	-1%	1.3	4%	3%	-4%	-7%	-1.4	.
Nc1nc(Cl)cc(N2CCC(c3cc(-c4ccc(Cl)cc4Cl)n[nH]3)CC2)n1	4%	1.9	8%	9%	-5%	-1%	2.0	.
CCN(CC)C(=O)CNC(=O)Cc1ccc(Cl)cc1	-3%	1.8	9%	14%	-13%	0%	-0.3	.
Cc1ccccc1-n1c(-c2ccc(Br)o2)n[nH]c1=S	-3%	-1.3	2%	2%	-10%	-18%	1.2	-9

Screening results: PubChem, National Center for Advancing Translational Sciences (NCATS)
